Screening results deposited in PubChem BioAssay by several laboratories.
P. falciparum M17LAP – P. falciparum M17LAP inhibitors, primary screen, biochemical, fluorogenic H-Leu-NHMec substrate, 1536-well (AID 1619) | Leucine aminopeptidase (Plasmodium falciparum (isolate 3D7)) | recombinant M17LAP, H-Leu-NHMec fluorogenic kinetic assay; higher % means a stronger effect | one-dose inhibition, % at 30 µM; IC50 in µM for titrated hits | 0.38% of 220,000 active;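 active means compound inhibiting the enzyme by more than half at any dose during confirmatory dose-response retesting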;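 further: plate controls were full reaction with DMSO carrier for no effect and no enzyme background for full effect; strong numbers were not always called active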
Autophagy mod – autophagy modulators in MEF cells, primary screen, imaging, high-content, MEF GFP-LC3 | MEF GFP-LC3 puncta imaging; test concentration mostly 10 µM | calls only at 10 µM (by protocol) | 0.98% of 190,000 active | AID 463193, 2010;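 active means percentage of spot-positive cells more than 3 SD above its plate mean, without a fluorescence outlier flag or 80% toxicity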;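 further: spot-positive cell cutoff set from DMSO-treated cells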
MT stabilizer – microtubule stabilizers in HeLa cells, primary screen, imaging, high-content imaging | 0.83% of 200,000 active | % tubulin-high responders, % at 10 µM | AID 2205, 2009 | HeLa tubulin immunostaining HCS, 24 h; share of cells brighter than vehicle mean+2SD;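 active means plate Z-score above 3 for both tubulin-high and condensed-nucleus cell shares, with cell loss under 80%, at 10 µM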;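 further: anti alpha tubulin signal scored within the nucleus-defined area of each cell; some results filed as inactive read as strong as hits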
T cell HTS – modulators of CD8 T cell-vesicle binding, primary screen, mouse 2C CD8+ T cells, flow cytometry; 0.068% of 330,000 active; calls only at 7 µM; 2C CD8+ T cell-vesicle binding; stronger effect = lower value;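 active means response, share of CD8 T cells binding vesicles, and their 90th percentile fluorescence all below set limits, cut at about 80% in these data, passing the limit was not always enough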
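Read-out – percent CD8+ FL2 mean versus row control · System – murine 2C transgenic CD8+ T lymphocytes · Times – 1.5 h cell–vesicle binding at 37 °C, then 20 min icy labelling · Control set – naked vesicles low, QL9 vesicles with vehicle high · Detection – cytometric PE anti-B7-1 and Alexa647 anti-CD8 signals after 1% paraformaldehyde fixation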
P. falciparum M1AAP – P. falciparum M1AAP inhibitors, biochemical, fluorogenic H-Leu-NHMec substrate, 1536-well (AID 1445). one-dose inhibition, % at 30 µM; IC50 in µM for titrated hits. 0.42% of 220,000 active. recombinant M1AAP, H-Leu-NHMec fluorogenic kinetic assay; higher % means a stronger effect;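 active means primary inhibition above the hit cutoff, then over 50% inhibition at one or more dose response concentrations, cut at about 23% in these data, passing the limit was not always enough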;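 further: plate controls were DMSO full reaction for no effect and no enzyme background for full effect; strong numbers were not always called active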
b-catenin transl – modulators of beta-catenin nuclear translocation, primary screen, imaging, HeLa cells, immunofluorescence, high-content; nuclear translocation activity, % at 5 µM; 0.3% of 190,000 active; AID 1665, 2009;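 active means nuclear translocation activity above 50% at 5 µM, with a well cell count of 50 or more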;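 further: per-cell ratio of nuclear to cytoplasmic median beta-catenin stain intensity; plate controls were DMSO negative control for no effect and GSK-3 inhibitor IX positive control for full effect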
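System: HeLa cells, endogenous beta-catenin; compound dosing: 5 µM primary single dose, 0.1% DMSO, 0.02–20 µM confirmation series; incubation: 24 h compound exposure at 37°C, 5% CO2; signal: beta-catenin immunofluorescence imaging with DAPI; evaluation: % activation, nuclear-to-cytoplasmic median beta-catenin signal ratio per cell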
WT yeast gro inh – growth inhibition of WT strain, primary screen, mitochondrial fusion inhibitor project, WT and mutant strains, chemical genetic | mitochondrial fusion phenotypic screen | inhibition, % at 10 µM | 2.1% of 190,000 active | AID 1362, 2008; in the data active means inhibition above about 58%; tested in S. cerevisiae
Dynein transport – inhibitors of GR-EGFP nuclear translocation, primary screen, dynein cargo transport inhibitor project, imaging, high-content, 3617.4 mouse cells. test concentration mostly 20 µM; stimulated with dexamethasone, 1 µM; stronger effect = lower value. 0.47% of 220,000 active. AID 1381, 2008. z-score, hits read low;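 active means plate z-score of nuclear minus cytoplasmic receptor signal below a set negative limit, without overly bright fluorescence or cell loss, cut at about -3.5 in these data, passing the limit was not always enough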;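 further: z-score of nuclear minus cytoplasmic ring GR-EGFP intensity difference per well; some compounds called inactive have numbers as strong as hits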
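Buffer or medium – tet-free medium with charcoal-stripped serum · Signal – automated 10x imaging of fixed Hoechst-stained cells · Also added – dexamethasone agonist, 1.0 µM final, for 30 min · Incubation – induction 48 h, compound 1 h, agonist 30 min · Read-out – GR-EGFP nuclear translocation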
Yfh1-off respiration – enhancers of respiration in Yfh1-depleted yeast, dose response, Friedreich's ataxia, plus single-dose screen (AID 1465) | S. cerevisiae Yfh1-off respiration, WST-1 reduction, 72 h; higher fold induction means a stronger effect | fold induction at 50 µM, or EC50 in µM where a hit was titrated | 0.074% of 220,000 active;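 active means fold induction of absorbance versus untreated yeast above a set limit, then at least 30% activation at any dose in follow-up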;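 further: activators that raise dye reduction in frataxin-depleted yeast; strong numbers were not always called active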
WT yeast gro inh mutant strain – also measured in WT yeast gro inh; calls as there; inhibition, %; mitochondrial fusion phenotypic screen, mutant strain inhibition
Dynein transport cytoplasmic EGFP – second read-out of Dynein transport, no call of its own (marks repeat the call); z-score; measured here: cytoplasmic GR-EGFP intensity; stronger effect = higher value
Dynein transport nuclear GR-EGFP – second read-out of Dynein transport, no call of its own (marks repeat the call); z-score; measured here: nuclear GR-EGFP intensity;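 lower value marks the stronger effect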
Dynein transport cell count – second read-out of Dynein transport, no call of its own (marks repeat the call); z-score; measured here: cell count per field
b-catenin transl cell count 5 µM – also measured in b-catenin transl; calls as there; cell count; measured here: cell count, cytotoxicity flag
T cell HTS vesicle-bound % – further read-out of T cell HTS, marked with its call; double positive events, %; measured here: CD8+ vesicle-bound cell fraction;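 binding gate set so that unloaded-vesicle control wells show 10% double positive cells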
MT stabilizer Hoechst-high % – second read-out of MT stabilizer, no call of its own (marks repeat the call); % Hoechst-high responders; measured here: nuclear condensation Hoechst responders;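 share of cells brighter than vehicle mean plus two SD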
MT stabilizer cytotoxicity % – second read-out of MT stabilizer, no call of its own (marks repeat the call); toxicity, %; measured here: cytotoxicity by cell density;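 0% = mean cell density of plate MIN control wells and 100% = no cells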
Autophagy mod cell loss 18 h – second read-out of Autophagy mod, no call of its own (marks repeat the call); toxicity, %; measured here: cell loss, nuclei count;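 cell loss after 18 h compound exposure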
The depositor's hits bear a star; i = inactive; / = no result given.

canonical_smiles,P. falciparum M1AAP,Dynein transport nuclear GR-EGFP,T cell HTS vesicle-bound %,Autophagy mod cell loss 18 h,b-catenin transl,Dynein transport cytoplasmic EGFP,Autophagy mod,WT yeast gro inh,MT stabilizer cytotoxicity %,Dynein transport cell count,P. falciparum M17LAP,WT yeast gro inh mutant strain,MT stabilizer,T cell HTS,b-catenin transl cell count 5 µM,Yfh1-off respiration,Dynein transport,MT stabilizer Hoechst-high %
O=C(O)COc1ccccc1/C=N/NC(=O)c1cc(-c2ccc(F)cc2)nc2ccccc12,12%,0.018,31,-2,-2.4,-0.35,i,-5,6.1,1.9,14%,6,3.8,i,1033,i,-0.94,4.3
COc1ccc(N2CCN(C(=O)c3cccc(Cn4cc(Cl)cn4)c3)CC2)cc1,3%,0.77,34,-1,-4.8,-0.071,i,16,5.7,1,5%,10,1.8,i,1070,i,0.94,1.8
Cc1csc2nc(CNS(=O)(=O)c3ccc(-c4ccccc4)cc3)cn12,1%,-0.41,22,-7,-5.1,-0.19,i,3,9.5,0.56,-13%,2,2.9,i,1290,i,-1.2,1.3
CCCCCOc1ccc(CSC2=NCCN2)cc1[N+](=O)[O-],13%,-0.99,34,7,6.7,0.12,i,26,1.3,0.78,3%,23,1.8,i,399,i,-1.2,2.9
Cc1ccc(C(=O)OCC(=O)Nc2ccccc2N2CCOCC2)cc1,-2%,0.12,55,-5,-2.7,-0.23,i,14,5.2,0.55,6%,-2,3.9,i,527,i,0.31,2.6
CC(C)(C)NC(=O)CC(CC(=O)O)c1ccccc1 (stereo unspecified),-2%,0.66,14,/,-1.1,-0.063,/,17,5.3,-1.1,6%,6,3.5,i,1050,i,0.51,1.1
CSCCNC(=O)Nc1c(-c2c(Cl)cccc2Cl)noc1C,1%,-0.025,15,/,-1.0,-0.26,/,/,/,-0.024,10%,/,/,i,1193,i,-0.1,/
COc1ccccc1NC(=O)Cn1cnc2c(cnn2-c2ccccc2)c1=O,4%,0.065,59,-2,0.3,-0.27,i,0,6.9,-0.35,-1%,35,3.9,i,1403,i,-0.49,3.0
CCOC(=O)c1ccccc1-n1c(C)cc(C2N=C(N)Nc3nc4ccccc4n32)c1C (stereo unspecified),2%,2.2,26,97,3.0,-0.067,i,4,1.7,-1.4,8%,7,3.3,i,1190,i,4.4,2.2
CCN1CCN(c2oc(COc3ccc(Cl)cc3)nc2C#N)CC1,-5%,-0.12,38,/,0.3,-0.24,/,/,/,0.97,-11%,/,/,i,1360,i,-0.15,/
CCOc1ccc(NC(=O)NC(C)CC)cc1 (stereo unspecified),2%,0.24,59,-2,5.7,-0.39,i,-4,7.9,0.95,21%,-11,2.9,i,674,i,0.065,1.8
COC(=O)CCCNC(=O)CC1C(=O)NCCN1Cc1ccoc1 (stereo unspecified),-5%,-0.39,56,-34,2.5,0.83,i,10,5.6,0.62,3%,1,3.8,i,1027,i,-1.3,1.6
CC(c1ccccc1)N1CCc2[nH]c(=S)[nH]c(=O)c2C1 (stereo unspecified),-7%,1,32,-12,0.0,-0.13,i,-3,11,-0.9,12%,-16,2.3,i,1095,i,1.8,3.2
COC(=O)c1ccc(CSc2nnc(NC(C)C)s2)o1,7%,-0.51,51,10,4.5,0.11,i,1,9.9,0.74,3%,-22,4.2,i,1077,i,-0.69,2.2
CCCN(CCC)C(=O)Cn1c(=O)n(CCCCC(=O)NC2CCCC2)c(=O)c2ccccc21,3%,1.5,29,1,0.3,-0.16,i,0,4.4,-1.2,14%,9,3.7,i,1133,i,2.1,2.0
Cc1ccc(O)c(/C=N/NC(=O)c2[nH]ncc2Br)c1,6%,0.19,39,10,6.8,0.069,i,-5,1.4,0.52,13%,17,2.2,i,833,i,-0.062,1.5
O=C(CSc1nc2c(cnn2-c2ccccc2)c(=O)[nH]1)N1N=C(c2cccs2)CC1c1ccc(F)cc1 (stereo unspecified),0%,0.022,18,-47,-0.8,-0.27,i,8,6.3,0.86,-6%,12,3.8,i,567,/,-0.97,1.4
O=C(COC(=O)C1=COCCO1)Nc1cccc(Oc2ccccc2)c1,-5%,0.14,24,3,1.4,-0.25,i,10,2.4,0.45,47%,16,3.8,i,1176,i,0.21,1.8
CCOCCCNC(=S)N1C2CCC1CC(NC(=O)NC1CCCCC1)C2 (stereo unspecified),-4%,-0.61,40,16,1.1,-0.22,i,-14,7.9,0.23,10%,-6,3.6,i,1061,i,-0.78,2.0
COc1ccc(C(=O)Nc2nncs2)cc1S(=O)(=O)N1CC(c2ccccc2)CC1=O (stereo unspecified),-7%,-0.35,65,8,-1.1,-0.29,i,12,7.3,0.65,i,5,6.5,i,1200,i,-0.61,3.1

Reprinted from the part before: two compounds, followed by the next part.
canonical_smiles,P. falciparum M1AAP,Dynein transport nuclear GR-EGFP,T cell HTS vesicle-bound %,Autophagy mod cell loss 18 h,b-catenin transl,Dynein transport cytoplasmic EGFP,Autophagy mod,WT yeast gro inh,MT stabilizer cytotoxicity %,Dynein transport cell count,P. falciparum M17LAP,WT yeast gro inh mutant strain,MT stabilizer,T cell HTS,b-catenin transl cell count 5 µM,Yfh1-off respiration,Dynein transport,MT stabilizer Hoechst-high %
CCOCCCNC(=S)N1C2CCC1CC(NC(=O)NC1CCCCC1)C2 (stereo unspecified),-4%,-0.61,40,16,1.1,-0.22,i,-14,7.9,0.23,10%,-6,3.6,i,1061,i,-0.78,2.0
COc1ccc(C(=O)Nc2nncs2)cc1S(=O)(=O)N1CC(c2ccccc2)CC1=O (stereo unspecified),-7%,-0.35,65,8,-1.1,-0.29,i,12,7.3,0.65,i,5,6.5,i,1200,i,-0.61,3.1
C=CCOC(=O)/C(=C\C=C\c1ccccc1)NC(=O)c1ccccc1,11%,-0.55,39,-7,-1.7,-0.18,i,10,10,0.55,3%,-3,2.8,i,1150,i,-1.4,3.6
Nc1ccc(Sc2cnn(-c3ccccc3)c(=O)c2Cl)cc1,10%,0.75,14,3,-0.7,-0.23,i,-3,6.7,0.3,-1%,12,3.8,i,1344,i,0.46,2.6
C=CCc1ccc(OCCOc2cccc3ccc(C)nc23)c(OC)c1,-3%,0.45,39,2,0.9,-0.16,i,24,3.8,-0.68,3%,4,1.8,i,1315,i,0.92,1.1
C=CCNC(=S)NNC(=O)COc1ccc(Cl)cc1Cl,37%,-0.73,45,12,-0.5,-0.21,i,68*,6.9,0.31,16%,61*,9.7,i,863,i,-1,3.0
CC(C)(C)c1ccc(NC(=O)COC(=O)C2(C)CC2(Cl)Cl)cc1 (stereo unspecified),5%,-0.17,25,2,1.3,-0.25,i,15,1.7,-0.19,-8%,-29,2.7,i,1084,i,-0.28,2.0
C=CCOc1ccc(/C=N/O)cc1Cl,2%,-0.13,40,-6,/,-0.26,i,4,15,0.97,-2%,21,6.1,i,/,i,-0.37,1.2
CN(C)C1=NCC(CSC(=N)N)S1 (stereo unspecified),0%,-0.83,33,0,0.7,-0.23,i,-9,7.3,0.23,5%,2,3.7,i,1077,i,-1.7,2.1
COc1cc(C(=O)NCCc2cn3ccccc3n2)cc(OC)c1OC,6%,-0.41,20,-7,0.7,-0.22,i,13,5.5,1.1,15%,3,4.3,i,969,i,-0.72,3.1
CC1(C)C(=O)C2(C(=O)NCc3ccccc3)CCC1C2 (stereo unspecified),-3%,-0.049,45,2,-2.9,-0.28,i,7,6.1,0.63,-13%,-12,3.1,i,1152,i,-0.23,3.0
O=C(CCOc1ccccc1)Nc1cccc([N+](=O)[O-])c1,5%,-0.068,56,15,0.5,-0.27,i,8,11,-0.82,0%,-16,4.0,i,1096,i,0.18,1.4
